NPYLR7 ag: agonists of mosquito NPYLR7 receptor, primary screen, cell-based, Aedes aegypti, calcium fluorescence, mosquito biting behavior; activation, % at 10 µM; HEK293T NPYLR7/Galpha15, GCaMP6s calcium fluorescence; Aedes aegypti neuropeptide Y-like receptor 7 (NPYLR7); 270,000 tested, 0.15% active; AID 1259423, 2018; in the data active means activation above about 40%;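 further: 0% = vehicle and 100% = reference agonist at the receptor; some compounds past the cut are filed as inactive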
hcGAS lum: Primary biochemical luminescence assay for human cyclic GMP-AMP synthase inhibitors; Q8N884; recombinant h-cGAS, ATP depletion, Kinase-Glo luminescence; inhibition, % at 12.5 µM; 290,000 tested, 0.081% active; AID 1259398, 2018;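 further: 0% = vehicle reaction and 100% = reaction without DNA for no activity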
Target sequence (Q8N884 whole entry, looked up): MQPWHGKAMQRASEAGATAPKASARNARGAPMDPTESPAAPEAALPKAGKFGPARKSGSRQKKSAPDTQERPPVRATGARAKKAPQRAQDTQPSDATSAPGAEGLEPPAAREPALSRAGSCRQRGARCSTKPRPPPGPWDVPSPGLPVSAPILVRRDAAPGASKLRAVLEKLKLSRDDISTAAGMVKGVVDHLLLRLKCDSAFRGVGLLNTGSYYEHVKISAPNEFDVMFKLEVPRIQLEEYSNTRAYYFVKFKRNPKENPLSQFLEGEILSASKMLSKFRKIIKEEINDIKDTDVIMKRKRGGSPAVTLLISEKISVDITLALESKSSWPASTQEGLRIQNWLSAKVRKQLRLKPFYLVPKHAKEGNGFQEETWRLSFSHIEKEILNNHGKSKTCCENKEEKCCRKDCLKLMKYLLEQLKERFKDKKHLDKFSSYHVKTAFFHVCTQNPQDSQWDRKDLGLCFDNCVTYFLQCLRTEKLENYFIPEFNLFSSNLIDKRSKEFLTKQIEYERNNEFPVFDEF
mcGAS lum: cyclic GMP-AMP synthase inhibitors, mouse, primary biochemical chemiluminescence; Q8C6L5; recombinant cGAS, Kinase-Glo ATP depletion luminescence; inhibition, % at 12.5 µM; 160,000 tested, 0.15% active;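 further: 0% = negative control wells and 100% = reference inhibitor with no enzyme activity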
Numbers without * were called inactive; . = no result given; & = joins results of further samples. Unless noted, no stated cut-off is given here; in the data, active means inhibition above about 40%; inactive means the rest.

SMILES	NPYLR7 ag	hcGAS lum	mcGAS lum
CC(=O)N1N=C(c2ccccc2)OC1C(=O)N1CCC(N(C)C)CC1 (stereo unspecified)	-1	-3	.
COc1ccccc1NC(=O)c1c(NC(=O)CCC(=O)O)sc2c1CCC(C)C2 (stereo unspecified)	0	-5	-7
O=C(NCCc1cccc(F)c1F)Nc1cn[nH]c1	7	-3	.
Cc1cc(C)nc(N2CCN(C(=O)CSc3n[nH]c(C)n3)CC2)n1	0	-8	-12
COc1ccc(C=CC(=O)c2ccc(I)cc2)cc1O	1	-11	25
CCN(CCS(=O)(=O)c1ccc(C)cc1)C(=O)c1cn[nH]n1	-1	-3	-1
CC(C)(C)NC(=O)N1CCC(C2CCNC2)CC1 (stereo unspecified)	.	6	1
Cc1ccc(-n2ncc3c(C4CC4)nn(C)c(=O)c32)cc1C	8	-6	.
CC(CCc1ccccc1)Sc1nnc(N)s1 (stereo unspecified)	-1	-3	.
Cc1ccc(Cl)c2sc(=NC(=O)CN3C(=O)CCC3=O)n(C)c12	-2	0	-2
CC1(C)O[C@@H]2C[C@@](OCc3ccc(F)cc3)(C(=O)NCCN3CCCC3)CC(OCc3cccc(Cl)c3)[C@@H]2O1 (stereo partly specified)	19	-3	-7
C(#Cc1cccs1)c1cnc2ccccc2c1	4	-6	.
O=C(Nc1ccc2c(c1)CN(C(=O)Nc1cccs1)CC2)C1CCCO1 (stereo unspecified)	1	-10	.
CCOc1ccc(-c2ccc(=O)n(CCNS(C)(=O)=O)n2)cc1	1	-12	-9
O=C(C=Cc1ccc2c(c1)OCO2)ON=Cc1ccc(Br)cc1	13	-3	.
O=C(c1ccc(=O)[nH]c1)N1C[C@@H]2C3CCC(CC3)[C@@H]2C1	9	-3	.
O=C(c1cccc(Cl)c1)N(CC(=O)N1CCc2sccc2C1c1ccc(Cl)cc1Cl)Cc1ccc(F)cc1 (stereo unspecified)	8	-5	-5
O=C(CCc1ccc(O)cc1)NCCN1CCCc2ccccc21	-2	-1	-15
CC(=O)Nc1ccc(CN2CCC2(C)C(=O)NCc2cccs2)cc1 (stereo unspecified)	7	-12	.
CC1=C(C(=O)N2CCC(N3CCCCC3)CC2)C2(CCCCC2)OC1=O	4	-7	.
O=C(Cn1c(CO)cnc1SCc1ccc(C(F)(F)F)cc1)NCc1ccccc1	8	-2	.
COc1cc(OC)cc(C2SCCN2C(=O)Nc2ccc(OC)cc2OC)c1 (stereo unspecified)	-15	-2	1
CC(O)CNc1ncnc2[nH]ncc12 (stereo unspecified)	1	-5	.
COc1ccc(C(=O)Nc2c3c(nn2C(C)(C)C)CS(=O)C3)cc1OC (stereo unspecified)	-2	-7	.
Cc1cc(N2CCN(Cc3nc(-c4cnccn4)no3)CC2)cc(C)n1	17	-10	-11
Cc1cc(NC(=O)C(=O)N2CCCN(C)C3(CCN(C)CC3)C2)no1	8	2	1
CCOC(=O)N1CCC(NC(=O)C2CC23CCN(C(=O)c2cccc4ccccc24)CC3)CC1 (stereo unspecified)	-1	-6	-26
CCOC(=O)C1=C(C)NC(C)=C(C(=O)OCC)C1c1ccccc1/C=C/C(=O)OC(C)(C)C	-1&-6	-2&0	0
CC(C)CNC(=O)c1cccc(Nc2c(Oc3ccccc3)cnn(C)c2=O)c1	18	-7	-7
O=C(CSc1nc2ccccc2c(=O)n1Cc1ccco1)NNC(=O)c1ccccc1	0	-4	0
CCOc1ccc(CC(=O)Nc2c(C)nc3sccn3c2=O)cc1	0	-5	-7
O=C(NCC1SCCc2ccccc21)c1ccncc1F (stereo unspecified)	-23	-6	.
Cc1[nH]n(-c2ccccc2)c(=O)c1C1(C(F)(F)F)NC(=O)N(C)C1=O (stereo unspecified)	8	-2	.
O=C(c1csnn1)N1CC[C@@H](c2ccc3c(c2)OCO3)[C@H](O)C1	3	-9	.
COCc1cnc2c(c1SCc1ccccc1)c(=O)n(C)c(=O)n2C	7	-6	-8
Cc1ccccc1N1C(=O)CSC1c1ccc(NC(=O)C(C)Cl)cc1 (stereo unspecified)	.	-6	-5

Structures listed so far that have an aryl thioether with sulfur outside any ring:
SMILES	NPYLR7 ag	hcGAS lum	mcGAS lum
Cc1cc(C)nc(N2CCN(C(=O)CSc3n[nH]c(C)n3)CC2)n1	0	-8	-12
CC(CCc1ccccc1)Sc1nnc(N)s1 (stereo unspecified)	-1	-3	.
O=C(Cn1c(CO)cnc1SCc1ccc(C(F)(F)F)cc1)NCc1ccccc1	8	-2	.
O=C(CSc1nc2ccccc2c(=O)n1Cc1ccco1)NNC(=O)c1ccccc1	0	-4	0
COCc1cnc2c(c1SCc1ccccc1)c(=O)n(C)c(=O)n2C	7	-6	-8

Continuation.
SMILES	NPYLR7 ag	hcGAS lum	mcGAS lum
C=CCn1c(Cc2csc(NC(=O)C3CCCN3Cc3ccccc3)n2)n[nH]c1=S (stereo unspecified)	27	-3	.
CCc1nc(SCc2ccc([N+](=O)[O-])cc2)c2c(=O)n(C)c(=O)n(C)c2n1	7	6	.
Cn1cc(CNC(=O)CCC(=O)NC2CCCCCCC2)cn1	.	-13	-5
CN(Cc1ccsc1)C(=O)c1ccc(-n2ccnc2)cc1	-4	-3	.
CCOc1ccc(N2C(=O)CSC2c2cccc(NS(=O)(=O)c3ccc(OC)cc3)c2)cc1 (stereo unspecified)	27	-10	-5
FC(F)Cn1ccc(NCc2cc(Br)cs2)n1	-6	-1	.
COC(CNc1nccnc1C#N)c1cccc(Cl)c1 (stereo unspecified)	4	-6	.
COc1ccc(NC(=O)CSc2nnc(CNC(=O)c3cccs3)n2-c2cccc(C)c2)cc1	9	-5	-6
Cc1csc(SCc2cc(=O)c(OC(=O)c3cccc(C(F)(F)F)c3)co2)n1	-11	-1	1
Cc1ccc(NS(=O)(=O)c2cnc3c(c2)c(=O)n(C)c(=O)n3C)c(Br)c1	7	-9	.
Cc1ccc(N2C(=O)CSC2c2ccc(NC(=O)Cc3ccccc3)cc2)c(C)c1 (stereo unspecified)	.	-5	-4
Cc1ccc(Nc2nc3c([nH]2)c(=O)[nH]c(=O)n3C)cc1	-1	-3	-8
COc1ccc(Cc2cnc(NC(=O)c3sc4ccccc4c3Cl)s2)cc1	-1	-3	-6
CCc1ccc[n+](C2=C(c3c(C)[nH]n(-c4ccc(Cl)c(Cl)c4)c3=O)C(=O)N(CC(C)C)C2=O)c1	-4	-9	-8
COc1cccc(-c2ccc(SCC(=O)N3CCC(C)CC3)nn2)c1	5	-3	-6
CCn1c(SCC(=O)NCc2ccccc2Cl)nc2c([nH]c3ccccc32)c1=O	-1	5	-9
O=S(=O)(NCCOc1ccc(-c2ccccc2)nn1)c1ccc(C(F)(F)F)cc1	-4	-6	-11
N#CC(=NNc1ccc(I)cc1)c1nnc2n1CCCCC2	1	0	-5
CCOC(=O)C(c1ccc(OC)c(OC)c1)C1C=CC(NC(=O)c2ccc(SC(F)(F)F)cc2)C1 (stereo unspecified)	3	-6	-6
C=CCn1c(=O)c2c(nc3n(-c4ccccc4F)c(C)c(C)n23)n(C)c1=O	3	-4	.
Cc1nc(N2CCCCCCC2)ncc1C(C)NC(=O)CN1CCCCC1=O (stereo unspecified)	9	-9	.
CS(=O)(=O)NCC1CCCCN1C(=O)NC1CCN(Cc2ccccc2)C1 (stereo unspecified)	2	-4	.
CCOC(=O)C(C)Sc1nnc(CNC(=O)c2ccc(OC)cc2)n1C1CCCCC1 (stereo unspecified)	-3	-5	-6
CN(C)CC(C)(O)c1ccc2c(c1)CN(C(=O)CCc1nc3ccc(F)cc3[nH]1)CCO2 (stereo unspecified)	2	-6	-12

A section from the list above, for reference:
SMILES	NPYLR7 ag	hcGAS lum	mcGAS lum
CCOC(=O)C(C)Sc1nnc(CNC(=O)c2ccc(OC)cc2)n1C1CCCCC1 (stereo unspecified)	-3	-5	-6
CN(C)CC(C)(O)c1ccc2c(c1)CN(C(=O)CCc1nc3ccc(F)cc3[nH]1)CCO2 (stereo unspecified)	2	-6	-12

Continued:
SMILES	NPYLR7 ag	hcGAS lum	mcGAS lum
CCOc1ccc2nc(N3CCCC(C(=O)NCCOc4cccnc4)C3)nc(C)c2c1 (stereo unspecified)	8	-7	-10
Cc1cc(C)cc(N2CCN(C(=O)c3ccccc3C)C(C)C2=O)c1 (stereo unspecified)	-9	-1	-5
COc1ccc(CN2CCN(c3nc(C)cnc3C)CC2)c(OC)c1OC	-5	2	.
Cc1cccc(CN(C(=O)c2ccco2)c2ccc(CC(=O)NCCN(C)C)cc2)c1	.	-1	0
Cc1c[nH]c(=O)n1-c1ccc(C(C)NC(=O)CCc2ccco2)cc1 (stereo unspecified)	-3	4	2
COc1cc(C(=O)N2CCN(Cc3ccc4c(c3)CCO4)CC2)c([N+](=O)[O-])cc1OC	2	-4	.
CCCC1(CCC)C(=O)NC(=NCCc2ccc(OC)c(OC)c2)NC1=O	2	0	.
CCn1c(=NC(=O)c2ccccc2OC)sc2ccccc21	-8	-3	0
O=C(NCc1cccc(C(F)(F)F)c1)c1csc(CSc2nnc(-c3ccncc3)n2-c2cccc(C(F)(F)F)c2)n1	-8	-1	1
Cc1ccc(NC(=O)NCCOc2ccc(-c3ccc(F)cc3)nn2)cc1	8	-6	-10
O=C(Cc1c[nH]c2ccccc12)NCCCOc1cccc([N+](=O)[O-])c1	4	-3	-6
CC(C)c1noc(CNc2ccccc2C(=O)N2CCCC2CO)n1 (stereo unspecified)	1	0	.
Cc1noc(C)c1CS(=O)C(C)C(=O)Nc1ccccc1 (stereo unspecified)	6	-10	-7
S=c1[nH]nc(C2CC2)n1Cc1ccco1	-2	19	-1
CCc1nn2c(ncc3c(=O)n(-c4ncn[nH]4)ccc32)c1-c1ccccc1	2	-3	.
O=C(Nc1ccc2c(c1)OCO2)c1cccnc1Sc1ccc(Cl)cc1	0	-5	-5
O=C1NC(=Nc2ccccc2)S/C1=C\c1ccc(-c2ccc(Br)cc2)o1	20	-7	-7
Cc1ccccc1Cn1c(=O)c2c(nc3n(CC4CCCO4)c(C)cn23)n(C)c1=O (stereo unspecified)	1	-5	.
CCOC(=O)c1ccc(NC(=O)N(C)CCCc2ccccc2)cc1	-1	-4	.
COc1c(F)cc(NS(=O)(=O)N(C)Cc2ccccc2)cc1F	-2	-10	-12
C=CCOC1C[C@](OCc2cccc(Cl)c2)(C(=O)NCC2CCCO2)C[C@@H](O)[C@H]1O (stereo partly specified)	16	-8	-4
C=CCN(CC(=O)N1CCc2sccc2C1c1ccc(Cl)cc1)C(=O)Cc1ccccc1 (stereo unspecified)	11	-5	-3
C[C@H](NC(=O)/C=C/c1ccc(OC(F)(F)F)cc1)C(=O)N1CCC(C(=O)N2CCCCC2)CC1	12	-6	-6
CCOc1ccccc1NC(=O)N(CCOC)CC(=O)N(Cc1ccccc1)Cc1sccc1C	16	-11	-5

Another view of some results above:
compound,NPYLR7 ag,hcGAS lum,mcGAS lum
CCOC(=O)c1ccc(NC(=O)N(C)CCCc2ccccc2)cc1,-1,-4,.
O=C(Nc1ccc2c(c1)OCO2)c1cccnc1Sc1ccc(Cl)cc1,0,-5,-5

The results go on.
SMILES	NPYLR7 ag	hcGAS lum	mcGAS lum
O=C(NNS(=O)(=O)c1cccc(F)c1)c1cncn1-c1ccc(F)cc1	1	-6	-4
Cc1ccc(C2=NC(=Cc3ccccc3OCC(=O)O)C(=O)O2)cc1	-3	-2	0
Nc1nnc(SCc2ccc(F)cc2F)s1	11	-3	.
Cc1cc(OCCC(=O)Nc2cccc(F)c2)nnc1C	12	-8	.
CC(=O)Oc1c(-c2ccc(NC(=O)c3cccc(Br)c3)cc2)c(-c2cccc(N(C)C)c2)nn1-c1ccc(F)cc1	7	-12	-6
CCOC(=O)C1c2c(OC)ccc3c2C(=CC(C)(C)CO3)CN1Cc1ccc(NC(C)=O)cc1 (stereo unspecified)	2	7	-1
COC(=O)C(Cc1ccccc1)NC(=O)C1CC12c1ccccc1-c1ccccc12 (stereo unspecified)	-6	-8	-3
O=C(NC1CCN(c2ccccc2C(=O)N2CCN(C3CCCCCC3)CC2)CC1)c1cccs1	14	-1	-4
COCC(=O)N1CCC(Oc2ccccc2C(=O)N2CCN(C)C(=O)[C@@H]2C)CC1	0	-7	-11
O=C(NCCn1cccn1)c1cnc(-c2ccc(Cl)s2)s1	0	-6	-6
CC(C)Cc1ncc2c(n1)CN(C(=O)C1COC(=O)N1)C2 (stereo unspecified)	-5	-5	-12
CCC(O)CN1CCN(C(=O)Cn2nnc3ccccc32)CC1 (stereo unspecified)	7	-18	.
CCN1CCN(c2cc(C(F)(F)F)nc(SCc3ccc(C(=O)NCC4CCCO4)cc3)n2)CC1 (stereo unspecified)	2	-5	-8
CC1=NC2=C(C(=O)CCC2)C(c2ccc(OCc3ccccc3)cc2)C1C#N (stereo unspecified)	13	-3	-5
Cc1cc(NC(=O)CCNC(=O)Cc2ccccc2)cnc1Cl	12	-11	.
CC(Cn1cnc2sc3c(c2c1=O)CCNC3)Oc1cccnc1 (stereo unspecified)	0	1	.
COc1ccccc1NC(=O)C(C)Nc1ccc2c(c1)OCO2 (stereo unspecified)	13	-24	-9
CCc1ccccc1N=C1NN=C(c2ccc3c(c2)C(C)C(=O)N3)CS1 (stereo unspecified)	2	2	.

Screening results from PubChem.
